All columns: NCI-60 one-dose screen, growth in % after 48 h at 10 µM unless noted; 100 = growth as untreated, 0 = no growth, -100 = all killed.
NCI-H23 – NCI-H23 lung cancer; 4% of 80,000 active
NCI-H460 – NCI-H460 lung cancer; 6.8% of 82,000 active
OVCAR-3 – OVCAR-3 ovarian cancer. 7% of 79,000 active
NCI-H522 – NCI-H522 lung cancer; 8% of 78,000 active
NCI/ADR-RES – NCI/ADR-RES ovarian cells; 4.4% of 81,000 active
NCI-H226 – NCI-H226 lung cancer; 3.5% of 79,000 active
NCI-H322M – NCI-H322M lung cancer | 2.7% of 80,000 active | AID 1794733
OVCAR-8 – OVCAR-8 ovarian cancer | 4.4% of 81,000 active
OVCAR-5 – OVCAR-5 ovarian cancer; 2.9% of 82,000 active; AID 1794783
* = called active by the depositor; / = no result given; & = joins results of further samples. How the source made its calls: active means growth percent below 10; inactive means the rest. No enrichment for hits (roughly 11% active in at least one column).

SMILES	NCI-H23	NCI-H460	OVCAR-3	NCI-H522	NCI/ADR-RES	NCI-H226	NCI-H322M	OVCAR-8	OVCAR-5
C(=N\Nc1nc(-c2ccccc2)cs1)/c1cccs1	73	89	89	57	85	69	82	86	115
O=C1NC(=O)C(C2CCCC2)N1 (centres undefined)	108	100	106	88	95	90	95	98	102
COc1cc(-c2nc(SCC(C)C)nc(Nc3ccccc3)c2C#N)cc(OC)c1OC	99	98	103	81	93	91	104	94	103
NC(=O)c1cc(-c2ccc3ncnc(N4CCc5cc(F)c(Cl)cc54)c3c2)cnc1N	/	20	1.9*	19	60	9.4*	-3.1*	33	36
O=C(/C=C/c1cn(-c2ccccc2)nc1-c1ccc(Br)cc1)NNC(=O)Nc1ccc(Cl)cc1	94	111	122	81	105	97	95	102	92
NS(=O)(=O)c1ccc(-n2ncc3c(NC4CCCCC4)ncnc32)cc1	103	110	128	/	89	91	107	89	91
COC(=O)/C=C1\S/C(=N\NC(=O)c2cc3ccc2/C=C\c2ccc(cc2)/C=C\3)N(Cc2ccccc2)C1=O	77	94	20	16	70	65	93	72	65
COc1ccccc1N1CCN(Cc2c[nH]c3c(N4CCCCC4)ncnc23)CC1	84	96	113	81	/	88	107	100	109
Oc1cccc(-c2nc(-c3nnc(SCc4ccccc4)o3)cc3c2[nH]c2ccccc23)c1	84	69	75	58	76	97	82	91	91
Nc1cccc2cccc(N)c12	94&89	104&103	99&100	92	107&99	87&103	90&92	98&96	105&106
CN1CCN(CC#C[C@@H]2CC[C@]3(CO)CC[C@]4(C)[C@H](CC[C@@H]5[C@@]6(C)CC[C@H](O)C(C)(C)[C@@H]6CC[C@]54C)[C@@H]23)CC1	91	78	82	88	88	105	88	85	94
Cc1ccccc1SSc1ccncc1	105	109	106	90	110	106	99	104	107
N#Cc1ccc(Cn2cc(CSc3nc4ccccc4o3)nn2)cc1	96	109	90	70	96	100	78	102	103
O=c1c(/C=C/c2ccco2)nnc2scc(-c3ccc(Cl)cc3)n12	96	104	78	32	107	93	104	46	123
Cc1cccc(Oc2c(/C=N/N=c3\sc4ccccc4n3C)c(C)nn2-c2ccccc2)c1	98	105	104	85	98	110	106	95	104
c1ccc(CSc2nnc3c4c5c(sc4nc(-c4cccnc4)n23)CCCCCC5)cc1	55	19	36	6.3*	100	67	100	20	95
CCc1ccc(Cc2cnc(NC(=O)C(=S)N3CCOCC3)s2)cc1	103	106	106	94	100	104	101	106	107
O=C(O)c1cc(S(=O)(=O)Cl)ccc1Cl	99	113	116	98	/	100	99	100	94
C=CCOC(=O)C1=C(C)NC2=C(C(=O)CC(C)(C)C2)C1C (centres undefined)	90	92	90	80	87	82	91	94	83
N/C(=N\c1nc2c(F)cc(F)cc2s1)C(Cl)(Cl)Cl	/	83	107	99	97	100	62	101	98
CC(C)(C)c1ccc(S(=O)(=O)Nc2ccc(NC(=O)C34CC5CC(CC(C5)C3)C4)cc2)cc1	96	98	107	89	93	94	/	102	101
CC(=O)C1C(C)CC2C3CCC4=CC(=O)CCC4(C)C3(Br)C(=O)CC21C (centres undefined)	94	108	107	90	99	90	101	108	89
CCOC(=O)CCCCN1C(=O)S/C(=C\c2cccc([N+](=O)[O-])c2)C1=O	101	103	/	91	100	99	96	98	102
CN1CCN(c2ccc(Nc3nc(N4CCN(S(=O)(=O)c5ccc(F)cc5)CC4)c4sccc4n3)cc2)CC1	-64*	-73*	-79*	-86*	-83*	-75*	-88*	-85*	-97*
C=CC(=O)Nc1cc(Nc2nccc(-c3cn(C)c4ccccc34)n2)c(OC)cc1N(C)CCN(C)C	8.4*	-55*	-55*	-69*	-39*	-51*	-5.8*	-25*	-57*
CN(C)C(=O)c1ncc(-c2ccc(C(F)(F)F)cc2)c(NC2CCCCCC2)n1	104	103	104	88	106	102	97	99	102
Nc1n[nH]c2cccc(C#Cc3cccc(NC(=O)c4cc(C(F)(F)F)cc(C(F)(F)F)c4)c3)c12	96	117	116	95	108	106	111	106	112
CCCSc1nnc(-c2sc3nc4ccccc4n3c2C)o1	111	103	117	100	99	106	102	107	111
N#Cc1c(N)nc(-c2ncccn2)nc1-c1cccc(C(F)(F)F)c1F	92	102	97	81	92	103	98	98	104
O=C(OCCOc1ccccc1)c1ccccc1Cl	99	106	112	99	106	96	105	98	109
CC1(C)[C@H]2CC[C@@]1(C)C(=O)[C@H]2[N+](=O)[O-]	106	106	111	96	103	110	92	99	103
O=C(O)C/C=C/Br	108	105	114	/	107	99	116	104	108
COC(=O)C1=NC(=S)N=C(C(=O)OC)C1(C)C(=O)c1ccc(Cl)cc1	99	119	115	106	98	92	103	105	103
c1ccc(-c2c[nH][nH]c3ncnc4ncn2c43)cc1	100	106	107	/	107	97	93	105	103
O=c1c2c3c(sc2n2c(/C=C/c4ccc(Br)cc4)nnc2n1Cc1ccccc1)CCCC3	86	77	96	49	89	97	60	80	87
CNC(=O)c1ccc(N)cc1	114	113	111	104	109	95	134	108	109

4 consecutive records already listed:
SMILES	NCI-H23	NCI-H460	OVCAR-3	NCI-H522	NCI/ADR-RES	NCI-H226	NCI-H322M	OVCAR-8	OVCAR-5
COC(=O)C1=NC(=S)N=C(C(=O)OC)C1(C)C(=O)c1ccc(Cl)cc1	99	119	115	106	98	92	103	105	103
c1ccc(-c2c[nH][nH]c3ncnc4ncn2c43)cc1	100	106	107	/	107	97	93	105	103
O=c1c2c3c(sc2n2c(/C=C/c4ccc(Br)cc4)nnc2n1Cc1ccccc1)CCCC3	86	77	96	49	89	97	60	80	87
CNC(=O)c1ccc(N)cc1	114	113	111	104	109	95	134	108	109

Rewritten as a markdown table: part of the list above
| canonical_smiles | NCI-H23 | NCI-H460 | OVCAR-3 | NCI-H522 | NCI/ADR-RES | NCI-H226 | NCI-H322M | OVCAR-8 | OVCAR-5 |
| --- | --- | --- | --- | --- | --- | --- | --- | --- | --- |
| C=CC(=O)Nc1cc(Nc2nccc(-c3cn(C)c4ccccc34)n2)c(OC)cc1N(C)CCN(C)C | 8.4* | -55* | -55* | -69* | -39* | -51* | -5.8* | -25* | -57* |
| CN(C)C(=O)c1ncc(-c2ccc(C(F)(F)F)cc2)c(NC2CCCCCC2)n1 | 104 | 103 | 104 | 88 | 106 | 102 | 97 | 99 | 102 |
| Nc1n[nH]c2cccc(C#Cc3cccc(NC(=O)c4cc(C(F)(F)F)cc(C(F)(F)F)c4)c3)c12 | 96 | 117 | 116 | 95 | 108 | 106 | 111 | 106 | 112 |
| CCCSc1nnc(-c2sc3nc4ccccc4n3c2C)o1 | 111 | 103 | 117 | 100 | 99 | 106 | 102 | 107 | 111 |

Later entries.
SMILES	NCI-H23	NCI-H460	OVCAR-3	NCI-H522	NCI/ADR-RES	NCI-H226	NCI-H322M	OVCAR-8	OVCAR-5
COc1ccc(-n2nc(NC(=O)c3ccccc3)c(-c3ccccc3)n2)cc1	93	95	96	83	91	84	96	101	79
CCCCOc1nc2ccc(OC)cc2cc1-c1cc(-c2ccc(Cl)cc2)nc(-c2ccc(Cl)cc2)c1	102	107	112	99	105	103	100	104	99
CCCn1c(=S)sc2c1nc(C)n1c(Nc3ccccc3)nnc21	27	45	61	12	85	67	84	71	107
O=C1c2cccnc2C(=O)c2c1c(C(=O)OCCCN1CCCCC1)c1ccccn21	-49*	-63*	0.2*	-80*	-13*	-18*	-18*	-32*	-19*
CC1(C)N=C(N)N=C(N)N1c1cccc(CC(=O)Nc2ccccc2)c1	52	27	118	48	100	96	56	100	65
CCN1CCN(Cc2ccc(C(=O)Nc3ccc(C)c(Oc4ccc(-c5[nH]nc6ncnc(N)c56)cc4)c3)cc2C(F)(F)F)CC1	93	106	116	101	67	86	99	97	95
CN(C(=S)Nc1ccccc1)c1ccccc1	102	107	113	95	102	101	97	61	126
O=C(NNC1=NCCC1)c1ccccc1	98	109	106	89	98	104	100	103	107
COc1cccc(C(=O)Nc2ccc3c(c2)CN(C2CCC(=O)NC2=O)C3=O)c1 (centres undefined)	94	49	85	87	98	88	96	99	92
COc1cc(-c2cc(-c3ccc(Cl)cc3)nc3nc(NN)[nH]c(=O)c23)cc(OC)c1OC	91	101	105	83	103	93	98	104	107
O=C1N(Cc2ccccc2)c2ccccc2C12CC(c1ccccc1)=NN2 (centres undefined)	107	100	115	89	101	119	116	110	107
O=C(Nc1nc2ccccc2s1)c1cc(-c2ccc(F)cc2)n2nc(-c3ccccc3)cc2n1	69	29	20	101	62	89	60	56	65
C=CCn1c(SCC(=O)Nc2ccc(C(=O)/C=C/c3ccc(C)cc3)cc2)nnc1-c1c[nH]c2ccccc12	98	102	99	81	98	78	97	91	100
O=C(Oc1cccc(OC(=O)c2ccc(Cl)cc2)c1)c1ccc(Cl)cc1	123	110	106	115	117	104	102	104	108
O=c1cc(C2NNC(=S)N2)c2c(ccc3ccccc32)o1 (centres undefined)	90	104	94	102	96	99	100	97	106
CCCCCCCCCCCCCCCCCC(=O)NCCNC(=O)CCCCCCCCCCCCCCCCC	95	99	97	99	94	107	72	98	95
Nc1nc(-c2cccc([N+](=O)[O-])c2)cs1	101	107	109	77	102	98	97	97	99
N#Cc1c(-c2ccc(Cl)cc2)nc(NN=Cc2ccco2)nc1N1CCOCC1	71	68	67	62	76	71	69	88	77
N#Cc1c(NCc2ccccc2I)sc2c1CCCC2	84	95	95	78	91	74	84	92	90
CC1(C)CC(=O)C(C(c2ccc3c(c2)OCO3)C2C(=O)CC(C)(C)CC2=O)C(=O)C1	103	106	109	/	103	98	94	98	96
CCOC(=O)c1cnc(SC)[nH]c1=O	94	/	103	89	103	108	116	106	100
O=C(/C=C/c1ccc(Cl)cc1)/C=C/c1cc2ccccc2[nH]c1=O	68	94	16	46	86	93	105	-11*	128
Cc1ccc(S(=O)(=O)N(C)c2c(Br)cc(Br)cc2C(N)=O)cc1	104	102	106	88	99	99	90	106	101
COc1ncc(-c2ccc3nccc(C#CCCCCC(=O)NO)c3c2)cc1NS(=O)(=O)c1ccc(F)cc1F	30	6.5*	-32*	-22*	55	9.8*	7.5*	-13*	4.4*
Cc1c(Cc2ccccc2)c(=O)oc2c(C)c(OCc3nnc(SC(C)C)o3)ccc12	91	108	107	81	101	93	91	93	118
O=C(c1ccccc1)c1ccc(OCC2CO2)cc1 (centres undefined)	102	111	108	85	104	89	94	98	107
COc1ccc(C(=O)c2c(N)c(C#N)cn2-c2cccc(OC)c2)cc1	50	28	30	3.1*	9.3*	64	63	34	57
CCCCCC(=O)Oc1ccc(/C(=C(\C)c2ccccc2)c2ccc(OCCN3CCCCC3)cc2)cc1	75	82	90	70	76	94	84	89	88
CC(=O)c1c(C)nc(SCC(=O)Nc2ccc(Cl)cc2)n1-c1ccc(Cl)cc1	96	87	99	72	89	96	95	89	99
CCNc1nc2c(cnn2C)c(=O)[nH]1	100	108	109	98	108	/	95	/	103
CC(O)CNC(=O)Nc1ccccc1 (centres undefined)	109	103	108	101	106	100	92	109	100
OCc1cnccc1NCCCOc1ccccc1	98	106	107	100	102	93	100	102	113
CCOC(=O)[C@H](CCc1ccccc1)N[C@H]1CCc2ccccc2N(CC(=O)O)C1=O	93	93	88	82	88	94	91	96	90
CC1(C)CC(=O)C2=C(C1)NC(=O)NC2c1ccc2c(c1)OCO2 (centres undefined)	104	117	115	94	104	109	105	104	108
CC(C)OCCc1cccc[n+]1[O-]	111	105	118	/	105	106	115	100	126
Cc1cccc(O)c1	101	115	116	/	101	112	114	103	103
CC(=O)c1c(C)[nH]c2c1c(-c1cnc[nH]1)nc1ccccc12	98	109	97	99	105	107	93	103	101
COc1ccc(-c2nnc(-c3ccc(Cl)cc3)o2)cc1	104	100	103	83	107	100	94	94	100
COc1ccc(CCc2ccc3ccccc3n2)cc1	97	116	117	87	96	/	122	103	109
Nc1nc(N)c(N=O)c(Nc2ccc(S(N)(=O)=O)cc2)n1	97	104	94	80	104	100	107	95	91
O[C@@H]1Cc2cc(Br)c3ccccc3c2N[C@H](c2ccco2)C1	99	95	113	78	105	86	90	101	89
Cc1cc(=O)oc2c(OS(C)(=O)=O)c(OS(C)(=O)=O)ccc12	103	111	109	92	112	105	99	/	98
CC(=O)NC(C)NC(C)=O	115	107	123	105	111	103	105	104	94
NNC(=O)c1cnc2ccccc2n1	109	106	114	/	110	102	92	93	112
COc1ccc(-c2nn(-c3ccccc3)cc2/C=C2\SC(=O)NC2=O)cc1	95	98	110	82	106	99	117	101	99
C=CCn1c(C)nc2ccc(Nc3nc(Nc4ncccn4)nc4ccccc34)cc21	83	98	99	98	103	92	100	94	114
CCc1c(C)c2cc3[nH]c(=O)oc3c(C)c2oc1=O	81	95	87	64	91	99	88	93	111
O=C(CCc1ccc(Cl)cc1)c1ccccc1	104	112	106	96	107	94	100	105	111

2 of the compounds above, field by field:
> N/C(=N\c1nc2c(F)cc(F)cc2s1)C(Cl)(Cl)Cl
- NCI-H23 = /
- NCI-H460 = 83
- OVCAR-3 = 107
- NCI-H522 = 99
- NCI/ADR-RES = 97
- NCI-H226 = 100
- NCI-H322M = 62
- OVCAR-8 = 101
- OVCAR-5 = 98

> CC(C)(C)c1ccc(S(=O)(=O)Nc2ccc(NC(=O)C34CC5CC(CC(C5)C3)C4)cc2)cc1
- NCI-H23 = 96
- NCI-H460 = 98
- OVCAR-3 = 107
- NCI-H522 = 89
- NCI/ADR-RES = 93
- NCI-H226 = 94
- NCI-H322M = /
- OVCAR-8 = 102
- OVCAR-5 = 101

The list goes on:
SMILES	NCI-H23	NCI-H460	OVCAR-3	NCI-H522	NCI/ADR-RES	NCI-H226	NCI-H322M	OVCAR-8	OVCAR-5
COc1cccc2cc(-c3cc(-c4ccc(-c5cc(-c6cc7cccc(OC)c7oc6=O)nc(-c6cc7cccc(OC)c7oc6=O)c5)cc4)cc(-c4cc5cccc(OC)c5oc4=O)n3)c(=O)oc12	103	102	110	87	109	115	111	111	129
Nc1c(Br)cc2c(c1Br)Cc1cc([N+](=O)[O-])ccc1-2	81	83	111	97	104	69	98	95	112
Nc1ncc(-c2ccc3ncnc(-n4cnc5cc(F)c(F)cc54)c3c2)cn1	82	77	90	80	94	84	84	85	70
Cc1nn(-c2ccccc2)c(Cl)c1/C=N/NC(=O)Cn1c(=O)sc2ccccc21	106	108	118	95	106	107	107	100	103
